Assay outcomes (PubChem BioAssay)
rCAG binder: binders of r(CAG) RNA repeats, primary screen, biochemical, fluorescence; r(CAG) RNA repeat, TO-PRO-1 dye displacement fluorescence; inhibition, % at 3 µM; 370,000 compounds, 1.3% hits; AID 651821, 2012;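 active means inhibition above the plate cutoff, the mean of all test compounds on that plate plus 3 SD, cut at about 35% in these data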;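 further: 0% = DMSO alone and 100% = 100 µM mitoxantrone as full dye displacement; higher means more dye released from RNA so lower well fluorescence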
GC-B act: human GC-B receptor activators, primary screen, HEK293 GC-B cells, cGMP TR-FRET, EC30 CNP; Atrial natriuretic peptide receptor 2 (Homo sapiens), P20594; 0% at EC30 CNP, 100% saturating CNP; activation, % at 10 µM; 370,000 compounds, 0.11% hits;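 active means activation at 10 µM reaching about 35% in either raw or pattern-adjusted values, limit read from the data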
TCR CD3 inh: inhibitors of human TCR-CD3 interaction, primary screen, biochemical, fluorescence, TAMRA-labeled TCR probe; T-cell receptor (TCR); inhibition, % at 9.4 µM; 360,000 compounds, 0.37% hits; AID 651800, 2012; in the data active means inhibition above about 19%;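 further: recombinant mutant TCR 2C K166C tagged with TAMRA read by polarization; 0% = receptor in buffer alone and 100% = receptor with positive control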
TDP2 inh: human TDP2 enzyme inhibitors, primary screen, biochemical, epi absorbance, recombinant enzyme. Tyrosyl-DNA phosphodiesterase 2 (Homo sapiens), O95551. T5PNP hydrolysis, p-nitrophenol absorbance 415 nm. inhibition, % at 12.8 µM. 370,000 compounds, 0.34% hits;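 active means inhibition above the mean of all tested compounds plus 3 SD, set per campaign, cut at about 25% in these data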;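 further: 0% = DMSO with enzyme and 100% = buffer with substrate but no TDP2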
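Test system: human TDP2 enzyme; Input: 120 nM TDP2 per well; Buffer or medium: Mg2+-containing Tris-HCl buffer, pH 7.5; Reagent: 5 mM T5PNP; Dosing: 12.8 µM single point, 1% DMSO; Incubation: reaction 2 h, 37 °C; Detection: p-Nitrophenol epi absorbance; Read-out: % inhibition relative to enzyme-containing and enzyme-free wells; Replicates: single well per compound.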
LEDGF integ inh: blockers of LEDGF/p75-dependent integrase strand transfer – biochemical, TR-FRET, high throughput, primary screen; 370,000 compounds, 0.64% hits; inhibition, % at 3.7 µM; TR-FRET IN-LEDGF/p75 DNA integration, Eu/Cy5;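 active means inhibition above the screen-wide mean plus 3 SD, cut at about 13% in these data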;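 further: signal is the Cy5 over europium emission ratio at 671 and 618 nm; 0% = plate median of compound wells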
SIAE inh: human SIAE inhibitors, primary screen, biochemical, fluorescence polarization, FP-Rh probe, 1536-well HTS. Sialate O-acetylesterase (Homo sapiens), Q9HAT2. SIAE FP-Rh probe binding. inhibition, % at 9.66 µM. 370,000 compounds, 0.69% hits. AID 1053197, 2014;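 active means inhibition above a cutoff: mean of compounds within the control limits plus 3 SD of those, cut at about 17% in these data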;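 further: 0% = plate median of compound wells and 100% = probe without SIAE protein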
Target sequence (Q9HAT2 whole entry, looked up): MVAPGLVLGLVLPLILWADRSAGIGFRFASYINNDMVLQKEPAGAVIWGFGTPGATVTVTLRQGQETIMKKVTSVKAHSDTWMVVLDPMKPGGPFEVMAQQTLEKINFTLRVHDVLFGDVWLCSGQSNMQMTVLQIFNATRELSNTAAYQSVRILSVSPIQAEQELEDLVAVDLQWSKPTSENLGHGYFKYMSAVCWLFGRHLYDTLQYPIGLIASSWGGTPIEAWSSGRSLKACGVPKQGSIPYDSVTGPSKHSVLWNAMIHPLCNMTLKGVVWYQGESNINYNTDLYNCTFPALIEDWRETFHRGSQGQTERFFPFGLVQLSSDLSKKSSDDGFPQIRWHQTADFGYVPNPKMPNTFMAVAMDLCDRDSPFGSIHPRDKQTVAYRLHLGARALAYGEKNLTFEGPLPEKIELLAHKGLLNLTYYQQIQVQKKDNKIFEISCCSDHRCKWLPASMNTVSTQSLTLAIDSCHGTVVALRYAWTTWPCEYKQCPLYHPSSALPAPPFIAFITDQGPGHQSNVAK
HTRA1 inh: HTRA1 serine protease inhibitors, primary screen, biochemical, fluorescence polarization, HTS; Q92743; recombinant HTRA1, FP-rhodamine activity-based probe; inhibition, % at 5.96 µM; 340,000 compounds, 0.5% hits; AID 504803, 2011; in the data active means inhibition above about 36%;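 further: 0% = enzyme with DMSO and 100% = wells lacking enzyme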
MBD2 DNA inh: inhibitors of MBD2 binding to methylated DNA, primary screen, biochemical, TR-FRET, DNA-binding domain, human. Methyl-CpG-binding domain protein 2 (Homo sapiens), Q9UBB5. MBD2 binding to methylated oligonucleotide. inhibition, % at 4.4 µM. 370,000 compounds, 0.31% hits. AID 686964, 2013; in the data active means inhibition above about 13%
Target sequence (Q9UBB5 whole entry, looked up, the tested form may be a part): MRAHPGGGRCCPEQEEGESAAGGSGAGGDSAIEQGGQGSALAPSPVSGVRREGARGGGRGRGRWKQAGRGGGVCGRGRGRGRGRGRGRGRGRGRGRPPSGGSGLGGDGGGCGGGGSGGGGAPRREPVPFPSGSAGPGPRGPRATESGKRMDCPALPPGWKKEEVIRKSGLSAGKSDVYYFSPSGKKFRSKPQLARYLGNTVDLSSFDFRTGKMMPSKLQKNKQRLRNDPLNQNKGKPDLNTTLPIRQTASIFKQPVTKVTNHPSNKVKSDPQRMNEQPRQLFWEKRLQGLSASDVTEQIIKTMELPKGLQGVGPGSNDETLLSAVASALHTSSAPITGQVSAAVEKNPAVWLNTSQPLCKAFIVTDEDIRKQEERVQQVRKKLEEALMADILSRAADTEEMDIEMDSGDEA
PRMT1 inh: PRMT1 methyltransferase inhibitors, primary screen, biochemical, fluorescence polarization. 370,000 compounds, 1.3% hits. inhibition, % at 2.79 µM. recombinant PRMT1, activity-based probe fluorescence polarization. Protein arginine N-methyltransferase 1 (Homo sapiens), Q99873;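 active means inhibition above about 21% made by adding two undisclosed values, limit read from the data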
ABHD4 inh: ABHD4 inhibitors, primary screen, biochemical, fluorescence polarization, mouse | purified mABHD4, FP-Rh probe fluorescence polarization | (Lyso)-N-acylphosphatidylethanolamine lipase (Mus musculus), Q8VD66 | inhibition, % at 8.92 µM | 370,000 compounds, 0.54% hits;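 active means inhibition exceeding the mean over every tested compound plus 3 SD, cut at about 30% in these data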;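 further: 0% = plate median of compound wells and 100% = S159A mutant with DMSO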
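Assay system: mouse ABHD4 enzyme, wild type / Also added: fluorescent activity-based probe FP-Rh / Doses: single nominal dose of 8.92 µM, 0.89% DMSO final / Timing: 45 min compound pre-incubation plus 60 min probe step, 25 °C / Signal: FP readout, ex 525 nm / em 598 nm / Control set: S159A mutant/DMSO as 100%, compound-well median as 0%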
Starred values were filed as active, the others as inactive; / = not tested or not shown.

1) Cc1ccc(SCc2c(-c3ccccc3)nn(C)c2Cl)cc1
2) C[C@@H]1COc2cc(Br)ccc2S(=O)(=O)N1Cc1cn(CC2CCCCC2)nn1
3) CC(C)[C@H](NC(=O)NCc1ccc(F)cc1)C(=O)O
4) CC(C)N1CCC(N2CCN(CCCn3cccn3)CC2CCO)CC1 (stereo unspecified)
5) Cc1c(C(=O)OCc2nnc(-c3ccccc3)o2)oc2ccccc12
6) Cc1cc(-c2nnc(SCC(=O)Nc3ccc(C)c(C)c3)n2N)n[nH]1
7) CC(C)Oc1ccc(S(=O)(=O)N2CCOCC2)cc1NC(=O)CC1OC(=O)c2ccccc21 (stereo unspecified)
8) O=C(NCc1ccco1)c1ccc2c(=O)n(CC3CCCO3)c(=S)[nH]c2c1 (stereo unspecified)

compound no.,1,2,3,4,5,6,7,8
rCAG binder,0,3,2,2,3,2,-2,1
GC-B act,-4,-3,3,3,-6,-3,0,11
TCR CD3 inh,2,/,-5,-3,-6,14,2,6
TDP2 inh,-3,12,14,2,-1,6,-1,5
LEDGF integ inh,-1,-2,-5,3,7,1,0,-4
SIAE inh,-3,1,3,6,9,0,0,6
HTRA1 inh,-9,/,3,-2,-30,2,-1,-8
MBD2 DNA inh,-5,1,4,2,-6,0,-2,-4
PRMT1 inh,0,2,-1,3,-4,1,-5,3
ABHD4 inh,-12,6,3,2,-1,1,-5,-15

9) c1ccc2c(Nc3ccc4c(c3)OCCO4)c3c(nc2c1)CCCC3
10) O=C(NCc1ccccc1)C(c1ccccc1F)N(C(=O)c1csnn1)C1CCCC1 (stereo unspecified)
11) CCS(=O)(=O)N1CCN(c2ccccn2)CC1
12) Cc1ccc(NC(=O)CSc2ncnc3ccccc23)cc1S(=O)(=O)N1CCCCCC1
13) CC(C)(C)NC(=O)C(c1ccncc1)N(CC1CCCO1)C(=O)Cn1nnc(-c2ccc(F)cc2)n1 (stereo unspecified)
14) COc1ccccc1S(=O)(=O)Cc1ccc(C(=O)N2CCN(c3cccc(Cl)c3)CC2)o1
15) CCCCCNC(=O)C(c1ccnc2ccccc12)n1c(=O)c(-c2cc3ccccc3[nH]2)nc2ccccc21 (stereo unspecified)
16) O=C(CNC(=O)c1ccc(Br)cc1)N=Nc1c(O)[nH]c2ccc([N+](=O)[O-])cc12

compound no.,9,10,11,12,13,14,15,16
rCAG binder,2,-1,3,10,-6,-4,17,15
GC-B act,16,-13,2,0,3,1,0,-8
TCR CD3 inh,2,3,9,-2,-5,3,0,-5
TDP2 inh,8,15,-2,-6,2,-9,-5,-10
LEDGF integ inh,-1,-1,0,-2,-2,-3,-2,-2
SIAE inh,8,-1,-3,-53,3,-2,-46,0
HTRA1 inh,0,6,-3,-40,5,-10,/,-1
MBD2 DNA inh,3,-5,5,3,5,-3,1,-1
PRMT1 inh,2,-2,-1,8,1,-2,-2,-1
ABHD4 inh,1,1,2,-47,7,3,-34,5

17) Cc1ccc(C2C3C(=O)N(c4ccccc4)C(=O)C3N3CCCN23)cc1 (stereo unspecified)
18) Cc1ccc(C)c(NC(=O)CN(C)S(=O)(=O)c2ccccc2)c1
19) COC(=O)c1cc(C(=O)OCC(=O)N(C)c2ccccc2)cc([N+](=O)[O-])c1
20) CC(=O)Nc1cccc(NC(=O)c2ccc(C(=O)Nc3cccc(NC(C)=O)c3)nc2)c1
21) N#CCOc1coc(CN2CCN(c3cccc(Cl)c3)CC2)cc1=O
22) COc1cccc(NC(=O)C(=O)N/N=C(\C)CC(=O)Nc2ccc(NC(C)=O)cc2)c1
23) Cc1cc(C(=O)Nc2ccc(Br)cc2)c2ccccc2n1
24) CCc1cccc(NC(=O)CCS(=O)(=O)c2cccc3nonc23)c1

compound no.,17,18,19,20,21,22,23,24
rCAG binder,1,-4,-2,2,2,4,3,5
GC-B act,4,6,-7,2,-2,3,-6,-2
TCR CD3 inh,2,-6,13,6,-4,1,-1,-6
TDP2 inh,13,3,9,-3,1,0,-5,-13
LEDGF integ inh,3,1,-2,-2,-4,0,6,5
SIAE inh,-1,8,-1,-1,-2,-1,7,-1
HTRA1 inh,4,7,7,6,0,1,-7,-4
MBD2 DNA inh,-2,1,0,-2,-7,-3,-2,-4
PRMT1 inh,-4,2,-1,-2,6,-1,-2,0
ABHD4 inh,2,0,0,-1,5,4,-9,0

25) CN(CC(=O)NCCc1ccccc1)S(=O)(=O)c1ccc(Br)s1
26) CCOC(=O)c1cc(-c2ccccc2)nn1-c1ccccn1
27) Cc1cccc(OCCNc2ccc([N+](=O)[O-])cn2)c1
28) COC(=O)c1ccc(CNC(=O)c2cc(COc3cncc(Cl)c3)on2)cc1
29) CC1(C)CC(=O)C(C(c2ccc(Br)cc2)C2C(=O)CC(C)(C)CC2=O)C(=O)C1
30) COC(=O)CN(c1ccc2c(c1)OCCO2)S(=O)(=O)c1ccccc1
31) O=C(Nc1nnc(C2CC2)s1)c1n[nH]c(=O)c2ccccc12
32) Cc1cc(C)nc(NC2=NCCN2C(=S)Nc2c(C)cccc2C)n1

compound no.,25,26,27,28,29,30,31,32
rCAG binder,-4,0,-1,-2,8,-2,6,-4
GC-B act,-2,1,-7,0,-9,2,-7,2
TCR CD3 inh,-6,-6,4,0,2,0,-1,7
TDP2 inh,10,-13,-11,-8,6,1,-14,-5
LEDGF integ inh,-3,-1,4,0,-1,0,-3,-1
SIAE inh,-7,1,-5,2,-2,7,-9,-4
HTRA1 inh,-7,6,-10,1,2,-5,2,-4
MBD2 DNA inh,2,1,1,2,4,2,2,0
PRMT1 inh,0,5,-3,3,1,0,7,-3
ABHD4 inh,1,-2,-3,-11,1,3,-5,3

33) O=C(Nc1ccc(Oc2ccc3c(c2)C(=O)N(c2ccc(O)cc2)C3=O)cc1)c1cccs1
34) Cc1cc(C(=O)Nc2nc3ccc(Cl)cc3s2)nn1C
35) C/C(=N\O)c1cccc(Br)c1
36) CSc1nc(NS(=O)(=O)c2ccc(F)cc2F)nn1C
37) CN(Cc1ccc(Cl)cc1Cl)C(=O)C1CSC2(C)CCC(=O)N12 (stereo unspecified)
38) COc1cccc(C(=O)N/N=C/C(Br)=C/c2ccccc2)c1
39) Cn1c(SCC(=O)N2CCN(c3ccccc3)CC2)nnc1-c1cc2ccccc2o1
40) COCc1cc(C)nc2sc(C(=O)Nc3ccc(C(=O)OC)cc3)c(N)c12

compound no.,33,34,35,36,37,38,39,40
rCAG binder,4,0,-1,-2,0,4,-3,1
GC-B act,-5,4,-2,6,10,-13,-2,7
TCR CD3 inh,0,-8,4,-8,-4,5,-1,-1
TDP2 inh,2,2,2,-9,-13,-1,2,-9
LEDGF integ inh,-1,4,-1,-3,-5,-3,-1,6
SIAE inh,-50,1,-2,7,3,-15,-2,-1
HTRA1 inh,2,/,-2,5,-1,-36,-2,-1
MBD2 DNA inh,1,-4,2,4,-3,2,-1,-4
PRMT1 inh,-1,-2,4,1,1,2,2,-2
ABHD4 inh,-6,8,-5,3,11,-14,6,0

41) CC(C)(C(=O)N1CCC1(C)C(=O)NS(=O)(=O)c1cccc(Cl)c1)c1ccccc1 (stereo unspecified)
42) CC1=CCC2C(=O)N(c3cccc(C(=O)N(C)C4CCCCC4)c3)C(=O)C2C1 (stereo unspecified)
43) CCN(CC)c1ccc(/C=N/NC(=S)NCc2ccccc2)cc1
44) COc1ccc(C(=O)Nc2nnc(CC(=O)N/N=C/c3ccc(O)cc3O)s2)cc1
45) CN1C(=O)c2ccccc2N(C)C1c1cccs1 (stereo unspecified)
46) CCCNC(=O)c1ccc(CN2CCc3ccccc3C2)cc1
47) COC(=O)[C@H](Cc1ccccc1)NC(=O)N1CCCCCC1
48) COCCn1c(SCC(=O)Nc2ccccc2OC)nc2ccccc21

compound no.,41,42,43,44,45,46,47,48
rCAG binder,19,-8,8,7,0,-8,-3,-7
GC-B act,-2,1,-5,1,-5,6,-4,-3
TCR CD3 inh,2,-2,3,23*,-5,-5,1,-4
TDP2 inh,9,2,-6,-9,4,5,-7,9
LEDGF integ inh,3,0,0,-2,0,-4,-8,-2
SIAE inh,0,15,3,10,-1,1,6,-3
HTRA1 inh,/,6,10,7,8,-1,7,-3
MBD2 DNA inh,1,-2,7,4,0,3,-4,4
PRMT1 inh,0,0,5,7,1,-2,6,-2
ABHD4 inh,6,-3,6,-3,3,0,3,-7

49) FC(F)(F)c1nnc2ccc(N3CCCC3)nn12
50) CCOC(=O)COc1ccc(S(=O)(=O)N2CCN(c3ccc(OC)cc3)CC2)cc1
51) COc1cnn(-c2cccc(Cl)c2)c(=O)c1Cl
52) CCOC(=O)c1c(C)oc(=O)c(CC)c1O

compound no.,49,50,51,52
rCAG binder,-3,4,5,1
GC-B act,3,0,1,1
TCR CD3 inh,-6,-5,-3,5
TDP2 inh,2,-4,1,4
LEDGF integ inh,-3,0,-2,1
SIAE inh,-6,-11,-5,10
HTRA1 inh,-1,2,-5,7
MBD2 DNA inh,1,8,7,3
PRMT1 inh,1,4,4,1
ABHD4 inh,-6,-5,7,-3

Not all compounds are listed; rates above refer to the full screens.
